Assay outcomes: PubChem BioAssay, National Center for Advancing Translational Sciences (NCATS)
L3MBTL1 inh = blocks human L3MBTL1. AlphaScreen L3MBTL1–H3K9me1 peptide binding. Potency, µM (highest dose often 57.1 µM), for inactives: top-dose activity, negative = inhibition, actives largely listed as inhibitors. 0.66% of 230,000 active; further: potency means the concentration at half of the fitted maximal effect; on the % scale 0 is the no-effect control and ±100 the full control effect; nearly all actives have a fitted effect of over 60% in size
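L3MBTL1 (50 nM) pre-complexed 30 min with biotinylated H3(1-15)K9me1 peptide (75 nM), then compounds added for 30 min at room temperature; AlphaScreen streptavidin donor/nickel chelate acceptor beads (10 ug/mL final) read after 30 min dark incubation.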
NPSR antag = blocks cAMP signaling of the human neuropeptide S receptor. Q6W5P4. CHO-NPSR cells, cAMP TR-FRET, antagonist mode. Potency, µM (highest dose often 38.3 µM), for inactives: at the highest dose activity change, negative = inhibition, usual class: inhibitors. 1% of 220,000 active; further: potency means the concentration at half of the fitted maximal effect; on the % scale 0 is the no-effect control and ±100 the full control effect; nearly all actives have a fitted effect of over 50% in size; many of its hits are not listed in these tables
Target sequence (Q6W5P4 whole entry, looked up): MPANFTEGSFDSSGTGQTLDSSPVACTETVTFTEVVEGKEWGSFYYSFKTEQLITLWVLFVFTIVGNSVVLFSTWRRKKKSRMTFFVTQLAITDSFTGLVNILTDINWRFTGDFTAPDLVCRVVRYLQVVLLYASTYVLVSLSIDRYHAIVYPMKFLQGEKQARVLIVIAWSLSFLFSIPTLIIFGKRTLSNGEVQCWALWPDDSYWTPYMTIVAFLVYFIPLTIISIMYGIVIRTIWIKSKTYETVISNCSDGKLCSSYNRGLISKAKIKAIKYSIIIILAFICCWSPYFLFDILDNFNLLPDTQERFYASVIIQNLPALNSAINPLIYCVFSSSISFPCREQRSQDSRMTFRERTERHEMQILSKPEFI
CBFb RUNX1 block = CBF-beta/RUNX1 interaction disruption. AID 1477. AlphaScreen CBFb-His/RUNX1-biotin binding, biochemical. Potency, µM (series often up to 59.8 µM), for the others: at the top dose activity, negative = inhibition, usual class: inhibitors. Q01196+Q13951. 230,000 tested, under 10 active; further: % of control where 0% means no effect
Target sequence (Q01196 whole entry, looked up): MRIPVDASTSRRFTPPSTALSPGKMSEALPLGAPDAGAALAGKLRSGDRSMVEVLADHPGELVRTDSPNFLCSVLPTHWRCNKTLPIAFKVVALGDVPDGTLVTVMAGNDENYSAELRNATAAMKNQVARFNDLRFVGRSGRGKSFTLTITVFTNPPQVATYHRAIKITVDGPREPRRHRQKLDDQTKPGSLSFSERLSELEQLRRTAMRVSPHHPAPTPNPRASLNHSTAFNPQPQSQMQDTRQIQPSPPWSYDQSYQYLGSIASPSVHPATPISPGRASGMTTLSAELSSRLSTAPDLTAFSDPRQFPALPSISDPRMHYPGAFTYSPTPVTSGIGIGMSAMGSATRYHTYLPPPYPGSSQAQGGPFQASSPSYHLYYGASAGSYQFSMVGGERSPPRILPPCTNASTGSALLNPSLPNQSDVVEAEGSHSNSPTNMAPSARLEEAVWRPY
Target sequence (Q13951 whole entry, looked up): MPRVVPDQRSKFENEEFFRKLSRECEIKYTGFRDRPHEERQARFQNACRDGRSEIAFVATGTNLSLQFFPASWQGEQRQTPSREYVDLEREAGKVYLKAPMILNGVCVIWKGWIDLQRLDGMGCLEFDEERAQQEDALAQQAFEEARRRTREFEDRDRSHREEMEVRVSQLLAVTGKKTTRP
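Compounds were screened at multiple concentrations against a preformed CBF-beta(His)/RUNX1(biotin) complex (30 nM of each) for 15 min at room temperature, followed by 90 min with nickel and streptavidin beads and AlphaScreen reading.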
KinaseGlo FLuc = Kinase-Glo luciferase inhibition (counter-screen) | AID 1379 | 0.28% of 200,000 active | Q27757 | Potency, µM (titrated, usually from 38.3 µM), inactives show top-dose activity change, negative = inhibition, actives largely listed as inhibitors | Kinase-Glo luciferase, ATP luminescence, 8 min; further: potency means the concentration at half of the fitted maximal effect; on the % scale 0 is the no-effect control and ±100 the full control effect; nearly all actives have a fitted effect of over 60% in size
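Recombinant Kinase-Glo luciferase, 10 uM ATP (linear range), luciferin; imidazole pH 7.2 / KCl / MgCl2 / Tween / BSA buffer; 8 min RT; luminescence.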
HTT aggregate = mutant huntingtin aggregation inhibition. PC12 HttQ103-GFP aggregates, Acumen cytometry, 40 h. 1.1% of 220,000 active. Potency, µM (top dose mostly 46.1 µM), inactives show at the top dose activity change, negative = inhibition, actives largely listed as inhibitors; further: potency means the concentration at half of the fitted maximal effect; on the % scale 0 is the no-effect control and ±100 the full control effect; nearly all actives have a fitted effect of over 60% in size
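Steps: seed 1500 PC12 HTTQ103-GFP cells/well; add tebufenozide, 100 nM final; add compound titration; add ATPLite reagent; quantify GFP aggregates by laser scanning cytometry.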
Epigenetic derep = epigenetic control regulation, reporter derepression; murine LDR cells, GFP reporter derepression, 30 h; Potency, µM (series often up to 53.9 µM), for the others: at the highest dose GFP activation, hits mostly activators; 0.2% of 280,000 active; AID 1865; further: potency means the concentration at half of the fitted maximal effect; % of control where 0% means no effect; nearly all actives have a fitted effect of over 60% in size
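Readout is the number of GFP-expressing murine LDR cells, counted by cytometry following washing. Cells were treated with compound for 30 h at 37 C; the stably integrated CMV-GFP locus is normally silent.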
IMPase Li inh = cell-permeable IMPase inhibitors with lithium potentiation. CHO-M1 cells, IP1 TR-FRET (IP-One), carbachol + lithium. Potency, µM (highest dose often 59.4 µM), inactives show top-dose activity, negative = IMPase inhibition, hits mostly inhibitors. 0.35% of 210,000 active. AID 1457;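 further: IP1 builds up when IMPase is blocked and the TR-FRET signal falls; potency means the concentration at half of the fitted maximal effect; plate controls were basal vehicle for no effect and high inhibitor control for full effect; nearly all actives have a fitted effect of over 50% in size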
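Readout is a homogeneous TR-FRET IP1 immunoassay (Ex 320, Em 665 and 620), where raised cytosolic IP1 lowers signal. Cells were CHO-M1 treated 30 min at 37C with test compounds plus a little lithium; AC50 values came from Hill-equation fitting.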
An asterisk follows results filed as active; ? = inconclusive; / = no result given; [ ] = remark or other dose. The call rests on the fitted dose curve; in most records, active means well fitted curve in the direction sought with a large enough effect; inconclusive means small, poorly fitted or top-dose-only effect, or another doubt; inactive means no such curve, though single readings can be large; an effect the other way counts as inactive or inconclusive. Some of the compounds tested; the hit share may differ from the screen's.

SMILES	L3MBTL1 inh	NPSR antag	CBFb RUNX1 block	KinaseGlo FLuc	HTT aggregate	Epigenetic derep	IMPase Li inh
O=C1NC(CCc2ccccc2)C(=O)N1CCOc1ccccc1 (stereo unspecified)	3%	-8%	11%	-2%	1%	-1.6%	-1%
CCOC(=O)c1cc(-c2ccccc2)n(CC(=O)Nc2cccc(OC)c2)c1C	6%	-18%	-7%	2%	-15%	0.0%	12%
FC(F)(F)c1nc(=S)c2ccccc2[nH]1	/	?	17%	1%	-21%	5.1%	3.2µM*
COc1ccc(Cc2[nH]n3c(=O)c(Cl)c(C)nc3c2-c2ccccc2)cc1	0%	-31%	6%	3%	7%	-7.2%	-6%
OCc1ccccc1OCCOc1ccc(Cl)c2cccnc12	/	-3%[46.1 µM]	-2%	0%	-3%	0.0%	12%[38.3 µM]
COc1ccc(/C=N/Nc2nc(-c3ccc(Cl)cc3)cc(C(F)(F)F)n2)c(OC)c1	2%	-1%	-2%	2%	-6%	-0.1%	9%
COc1cccc(NC(=O)CSc2nc3c(c(-c4ccco4)c2C#N)CCCC3)c1	-1%	-4%[46.1 µM]	-3%	1%	17%	2.1%	11µM*
CCOC(=O)c1cc(CC)sc1NC(=O)C1CC1	/	-8%[46.1 µM]	3%	-4%	-6%	-1.0%	25%[38.3 µM]
Fc1ccc(N2CCN(Cc3cnc(N4CCOCC4)s3)CC2)cc1	7%	7%	-14%	-1%	-25%	0.0%	0%
COc1cc(/C=N/NC(=O)C2COc3ccccc3O2)ccc1O (stereo unspecified)	-7%	-5%[7.67 µM]	3%	/	-11%[9.22 µM]	1.1%	/
COc1ccccc1OCCN1CSC(=S)N(C)C1	-16%	3.2µM*	-8%	-4%	-4%	-4.8%	7%
CC(=O)c1ccc(-c2ccc([C@H]3[C@H]4C=CC[C@@H](C)[C@@H]4C(=O)N3Cc3ccccc3)c(F)c2)cc1	/	-59%	7%	/	-22%[9.22 µM]	-4.8%	/
CSc1nc(Cl)cc(N2CCOCC2)n1	/	25%	-3%	1%	3%	-1.3%	2%
CCOC(=O)c1nnn(CC(=O)N2N=C(c3cc(C)ccc3C)CC2c2ccc(OC)cc2)c1C(=O)OCC (stereo unspecified)	-12%	-16%	-14%	0%	14%	1.1%	23%
COc1ccc(/C=C2\N=C(c3ccccc3Cl)NC2=O)cc1	/	-26%	-5%	/	-11%[9.22 µM]	-1.0%	/
COc1ccccc1NS(=O)(=O)c1ccc2oc(=S)[nH]c2c1	11%	-8%	5%	/	8%[9.22 µM]	9.3%	/
COc1ccc(CNC(=O)COC(=O)CCCOc2ccc(Cl)cc2Cl)cc1	5%	19%	-3%	-5%	0%	-1.0%	3%
Brc1ccccc1-c1nnc2sc(-c3ccc4c(c3)OCCO4)nn12	3%[11.4 µM]	-22%[46.1 µM]	11%	-3%	25µM*	0.0%	41%[activator][38.3 µM]
Cc1cccc(NC(=O)CCC(=O)N/N=C/c2ccco2)c1C	1%	8%	5%	3%	13%	-1.9%	1%
COc1nc2c(s1)C(=O)NCCC2	5%	-2%[46.1 µM]	6%	1%	-5%	0.9%	3%[38.3 µM]
CC(C(=O)Nc1cc([N+](=O)[O-])ccc1Cl)N1CCN(c2ccccc2O)CC1 (stereo unspecified)	-10%	-26%	-27%	1%	11%	0.0%	15%
CCCn1nnc(NC(=S)NC(=O)Cc2ccccc2)n1	43%[activator]	-54%	4%	1%	21%	-3.0%	0%
O=C1C2C3C=CC(C3)C2C(=O)N1c1ccncc1 (stereo unspecified)	-2%	-2%[46.1 µM]	1%	-3%	-2%	-2.2%	1%[38.3 µM]
CCCCNC(=O)CNC(=S)N(CCCN1CCOCC1)Cc1cccs1	-3%	6%	6%	-2%	-14%	0.0%	10%
CCn1c(C)nc2cc(C(=O)NNC(=O)CCC3CCCC3)ccc21	5%	20%	-1%	4%	5%	-1.0%	2%
CC1C(C#N)=C(N)OC2=C1C(=O)CC(c1ccccc1)C2 (stereo unspecified)	3%	-12%	13%	-1%	12%	-1.1%	-14%
COc1ccc(-n2nnc3c(=O)n(CC(=O)N4CCCC4)cnc32)cc1	-10%	-6%[46.1 µM]	6%	-2%	-2%	1.9%	2%[38.3 µM]
CC1CC(Nc2ccccc2)c2ccccc2N1C(=O)c1cccnc1 (stereo unspecified)	-5%	-3%[46.1 µM]	2%	1%	-5%	1.2%	1%
COc1ccc(N(CC(=O)Nc2cccc(N(C)S(C)(=O)=O)c2)S(=O)(=O)c2ccccc2)cc1Cl	2%	31%	8%	0%	-17%	-7.2%	13%
O=C(c1cc(Cl)ccc1Cl)N1CCOCC1	0%	-1%[46.1 µM]	0%	-1%	1%	-0.4%	-18%[38.3 µM]
CNc1nc(-c2ccc(Cl)cc2)cs1	-12%	-13%[46.1 µM]	-6%	-2%	6%	-1.0%	-16%[38.3 µM]
CC1=C(C(=O)Nc2ccccc2)C(c2ccc(Cl)cc2)n2c(s/c(=C/c3cccc(OCC(=O)O)c3)c2=O)=N1 (stereo unspecified)	?	-57%	-8%	1%	-2%[9.22 µM]	-1.9%[10.1 µM]	1%
Cc1ccccc1NC(=O)c1c(Cl)nc(C)c(Cl)c1C	6%	13%	-1%	-6%	0%	-0.9%	5%
Cc1ccc(C)c(-n2c(SCC(=O)Nc3nonc3C)nnc2-c2ccoc2C)c1	-1%	-21%[46.1 µM]	1%	1%	-2%	-0.9%	13%[38.3 µM]
COc1ccc(CNC(=O)CCSCc2cccc(Cl)c2)c(OC)c1	-11%	6%[46.1 µM]	4%	3%	-4%	1.5%	10%
COc1ccc2[nH]c(=O)c(CN(Cc3ccccc3OC)Cc3nnnn3CC3CCCO3)cc2c1 (stereo unspecified)	9%	-27%[46.1 µM]	1%	-2%	17%	-0.8%	2%[38.3 µM]
Cc1ccc(CN2C3=NC(=O)CN3c3ccccc32)cc1	/	-9%[46.1 µM]	2%	-4%	7%	-0.7%	-10%[38.3 µM]
O=C(CCc1nnc(Cc2ccc3c(c2)OCO3)o1)NC(c1ccccn1)C(F)(F)F (stereo unspecified)	0%	7%	3%	-6%	-4%[9.22 µM]	1.0%	1%
Cc1cn(CC2COC(C)(C)O2)c(=O)[nH]c1=O (stereo unspecified)	-2%	?	4%	-7%	-2%	-1.0%	-3%[38.3 µM]
COc1ccc(/C=N/NC(=O)c2ccc3nc[nH]c3c2)cc1	8%	8%	6%	/	-16%[9.22 µM]	-5.2%	/

Looked up by compound from the entries so far:
SMILES	L3MBTL1 inh	NPSR antag	CBFb RUNX1 block	KinaseGlo FLuc	HTT aggregate	Epigenetic derep	IMPase Li inh
Cc1ccc(CN2C3=NC(=O)CN3c3ccccc32)cc1	/	-9%[46.1 µM]	2%	-4%	7%	-0.7%	-10%[38.3 µM]
COc1ccc(/C=N/NC(=O)c2ccc3nc[nH]c3c2)cc1	8%	8%	6%	/	-16%[9.22 µM]	-5.2%	/
CC1CC(Nc2ccccc2)c2ccccc2N1C(=O)c1cccnc1 (stereo unspecified)	-5%	-3%[46.1 µM]	2%	1%	-5%	1.2%	1%

The listing continues:
SMILES	L3MBTL1 inh	NPSR antag	CBFb RUNX1 block	KinaseGlo FLuc	HTT aggregate	Epigenetic derep	IMPase Li inh
COc1ccc(/C=C2\SC(=O)N(CCNC(=O)C3CC4C=CC3C4)C2=O)cc1 (stereo unspecified)	-7%	-12%	-14%	0%	-13%	2.4%	7%
Cc1nonc1NC(=O)CSc1nc2c(C)cccc2cc1C#N	8%	?	0%	0%	3%	16µM*	?
O=C(Nc1nncs1)c1cccnc1Cl	10%	15%	-1%	2%	13%	2.1%	-1%
O=C(CCNc1ccc(F)cc1)c1cc2ccccc2o1	?	8%	-18%	-5%	1%	3.3%	3%
Cc1ccc(CN=C2Nc3ccccc3CS2)cc1	10%	-17%[46.1 µM]	10%	-11%	-14%	0.0%	-2%[38.3 µM]
CCNC(=O)N1c2ccccc2Sc2ccccc21	-1%	-4%	4%	1%	-9%[9.22 µM]	-1.9%[10.1 µM]	14%
N#Cc1cnn2ccn(C3OC(CO)C(O)C3O)c12 (stereo unspecified)	-1%	-14%	4%	/	-14%[9.22 µM]	2.4%	/
CCN1CCC(=NNC(=O)c2ccco2)CC1	/	-12%[46.1 µM]	-3%	1%	4%	1.7%	-5%[38.3 µM]
Cc1ccc(NC(=O)C2CCN(C(=O)c3ccccc3C)CC2)cc1	-6%	6%	-1%	-1%	-9%	-1.3%	2%
O=C(NCCc1ccc(Cl)cc1)/C(=C/c1cccnc1)NC(=O)c1ccccc1	8%	-2%	4%	1%	4%	0.0%	10%
Cc1ccc(-c2nc(-c3cccnc3)sc2CC(=O)Nc2ccc3nc(C)sc3c2)cc1	7%	-7%	2%	-4%	22%	?	4%
CCC1C(=O)CC(c2ccccc2)NC1c1ccccc1 (stereo unspecified)	18%	-19%	8%	0%	/	3.2%	11%
CCn1cc(C(=O)OCC(=O)Nc2c(C)cccc2C)c(=O)c2ccc(C)nc21	11%	-28%	9%	-1%	18%	-0.2%	-4%
CCc1ccc2nc(NC3=NCN(CCN4CCOCC4)CN3)nc(C)c2c1	2%	8%[46.1 µM]	1%	13%	-6%	-1.0%	9%[38.3 µM]
COc1ccc2c(c1)c1nnc(SCC(=O)N3C(C)CCCC3C)nc1n2C (stereo unspecified)	2%	?	0%	5%	-12%	-1.8%	6%[38.3 µM]
Nc1nonc1-c1noc(COc2ccccc2Cl)n1	0%	-21%[46.1 µM]	2%	9%	0%	-0.9%	-8%[38.3 µM]
COC(=O)CC1=C(C(=O)OC)[C@@H](c2ccccc2[N+](=O)[O-])C(C#N)=C(N)O1	4%	34%	3%	/	14%[9.22 µM]	1.1%	/
Cn1c(N)c(C(=O)CSc2nc(N)cc(N)n2)c(=O)n(C)c1=O	12%	17%	2%	-1%	0%	1.1%	8%
CCOC(=O)c1sc(/N=C/c2c(C)[nH]n(-c3ccccc3)c2=O)c(C#N)c1C	/	1%[46.1 µM]	4%	-3%	9%	-5.4%	8%[38.3 µM]
Cc1ccc2c(c1)CC1(CN2C)C(=O)OC(C)(C)OC1=O	/	-8%[46.1 µM]	-9%	-1%	?	-1.0%	53%[activator][38.3 µM]
O=C(c1ccc([N+](=O)[O-])cc1)N1CCN(C(=O)c2cccs2)CC1	0%	7%	27%	-3%	-9%	0.0%	5%
Cc1ccc(-c2nnc(SCC(=O)NC3CCS(=O)(=O)C3)nc2-c2ccc(C)cc2)cc1 (stereo unspecified)	0%	-4%	3%	-3%	9%	1.0%	-2%
CCCOC(=O)CC1C(=O)NCCN1C(=O)OC(C)(C)C (stereo unspecified)	6%	-25%	5%	-2%	-1%[9.22 µM]	0.0%	3%
